Source: PubChem BioAssay
GalR3 antagonist = GalR3 antagonists in HEK293 cells, primary screen, cell-based, fluorescence readout; inhibition, % at 3 µM; actives 0.44% (n = 360,000); HEK293 GalR3-CNG cAMP membrane potential fluorescence; galR3 body fused to GalR1 C-terminus;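 active means inhibition above the screen-wide average plus 3 SD, cut at about 13% in these data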;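 further: forskolin and galanin both at EC90 stimulate the cells; cAMP rise reported by CNG channel membrane potential dye signal; 0% = forskolin plus galanin with DMSO and 100% = forskolin alone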
Target sequence (O60755 1-299 limits assumed): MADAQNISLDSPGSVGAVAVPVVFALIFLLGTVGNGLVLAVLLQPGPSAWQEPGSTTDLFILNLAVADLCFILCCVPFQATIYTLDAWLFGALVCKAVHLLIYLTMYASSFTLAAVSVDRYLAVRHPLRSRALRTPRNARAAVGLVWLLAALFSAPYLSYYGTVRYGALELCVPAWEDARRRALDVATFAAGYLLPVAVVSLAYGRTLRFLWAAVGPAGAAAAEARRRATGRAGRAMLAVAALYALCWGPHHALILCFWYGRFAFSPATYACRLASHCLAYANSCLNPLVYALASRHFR
Numbers without * were called inactive.

SMILES	GalR3 antagonist
OC(c1ccccc1)c1nc(-c2ccccc2)cs1 (centres undefined)	-6.4
COC(=O)C1=C(C)N(C)C(=NCc2cc(OC)c(OC)c(OC)c2)NC1c1cccc(F)c1 (centres undefined)	-0.6
CCc1nc2c(OCC(N)=O)cccn2c1N(C)C(=O)c1cccs1	-2.6
CC(C)Oc1cc(F)ccc1-c1cc(C(=O)Nc2cccc(C(F)(F)F)c2)[nH]n1	-7.7
CSc1ccc(CN2CCC2(C)C(=O)Nc2ccc(C)c(O)c2)cc1 (centres undefined)	-2.5
Cc1cccc(CN2CCN(C3CN(C4CCCCC4)S(=O)(=O)C3)CC2)c1 (centres undefined)	-0.8
CCOC(=O)[C@]12CCC=C1N(CCC1=CCCCC1)C(=O)[C@H](CC(=O)NCc1cccs1)C2	-1.8
CC(O)(c1cccnc1)c1nc(-c2ccc(S(C)(=O)=O)cc2)cs1 (centres undefined)	-1.4
CCc1nc2ccc(C(=O)NCCNC(C)=O)cn2c1N(CC)CCOC	-4.1
Cc1ccccc1-c1cc2nc(NCCCN(C)C)n(C)c(=O)c2s1	-7.8
CCc1nc2ccc(C(=O)N(C)CCN(C)C)cn2c1N(C)CCC(C)C	-6.7
COc1ccc(-c2[nH][nH]c(=O)c2NC(=O)c2ccc(C)cc2)cc1	-5.8
CC(C)CNC(=O)C1(C)CCCN1C(=O)c1csnn1 (centres undefined)	-4.6
Cn1cc(CCOCc2ccc(Br)cc2)c2ccccc21	-7.5
COc1ccc(OCCN2CCC(C(=O)NC(c3ccccn3)c3ccccc3OC)CC2)cc1 (centres undefined)	-2.4
CCCc1nc2c(C)cc(Br)cn2c1Cc1ccc(OC)cc1C	-6.4
Cc1ccc(OCCN2CCC2(C)C(=O)NCc2ccc(C(F)(F)F)cc2)cc1 (centres undefined)	-8.8
Cc1ccc(C)c(CC(=O)N2CCCCC2c2cc(C(=O)Nc3cccc(C#N)c3)no2)c1 (centres undefined)	-2.6
F[B-](F)(F)c1cncnc1	-6.8
CCNC(=O)C1(C)CCCN(C(=O)c2sc(-c3ccccc3)nc2C)C1 (centres undefined)	-2.1
CC1(C(=O)NS(=O)(=O)c2ccc(Cl)s2)CCN1C(=O)Cc1cc(F)ccc1F (centres undefined)	-3.6
COc1ccc(S(=O)(=O)N2CCCCC2c2cc(C(=O)NC(C)C)no2)cc1 (centres undefined)	-6.5
CC(=O)c1ccc(Nc2nc(C(N)COCc3ccccc3)cs2)cc1 (centres undefined)	-8.0
COc1ccc(-c2nc3cc(C)c(Br)c(C)n3c2Cc2ccc(C)cc2)cc1OC	-5.5
O=C1CCCCC(=O)[C@H](O)C[C@H](c2ccccc2)O1	-3.1
OC[C@@H]1CN(Cc2ccc(Cl)cc2)C[C@H](n2cnc3c(NC4CC4)ncnc32)O1	-5.8
CCCCCc1c(-c2ccc(OC)cc2)ncn1CCc1ccccc1OC	-8.7
O=C(COc1ccc(F)cc1Cl)Nc1nc(-c2ccccn2)cs1	1.5
COc1ccc(NC(=O)c2cc(C3CCCCN3C(=O)c3cc(F)ccc3C)on2)c(C)c1 (centres undefined)	-5.7
CCc1nc2c(OCC(=O)C(C)(C)C)cccn2c1N(C)C(=O)C1CC1	-4.8
O=C1C=CC(=NN=C(c2ccccc2)c2ccccc2)C=C1	-6.0
CCOC(=O)C1CCCN(C(=O)c2oc3ccccc3c2C)CC1 (centres undefined)	-4.5
CCCS(=O)(=O)NC(=O)C1(C)CCCN(C(=O)/C=C/c2ccccc2)C1 (centres undefined)	-4.1
CCOc1cc(-c2ccccc2)nc2c1CN(S(=O)(=O)c1ccc(C)cc1)C(c1cccc(Cl)c1)C2 (centres undefined)	-6.6
CC1(C(=O)NCc2ccccc2)CN(S(C)(=O)=O)CC(=O)N1Cc1cccs1 (centres undefined)	-6.1
C/C=C/c1cccc(-c2nc(C(=O)NC3CCC3)cc3c2[C@H](CCO)N(S(=O)C(C)(C)C)C3)c1 (some centres undefined)	-0.3
CCCc1c(-c2ccccc2OC)ncn1CCc1ccccc1OC	-8.5
COc1cccc(C(=O)Nc2ccc3c(c2)OC[C@H](C)N(C(=O)C2CCCC2)C[C@@H](C)[C@@H](OC)CN(C)C3=O)c1	-7.6
CC(C)[C@H](NC(=O)OC(C)(C)C)c1cc(C(=O)NC2CC2)c(N)s1	1.1
CC1(C(=O)NCc2cccs2)Cc2c(-c3ccc4c(c3)OCO4)ccnc2O1 (centres undefined)	2.0
c1ccc(-c2cc3nc(NCc4cccs4)nc(NCc4ccc5occc5c4)c3s2)cc1	-8.3
CC(=O)Nc1ccc(NC(=O)c2ccc3sc([C@H]4C[C@H](O)[C@@H](CO)O4)nc3c2)cc1	-6.0
C#CCNC(=O)C[C@@H]1C[C@@]2(C(=O)OC)CC(C)(C)CC=C2N(Cc2ccco2)C1=O	-6.6
CCN=C1NC(CCc2ccccc2)C(C(=O)OC)=C(C)N1Cc1ccccc1C(F)(F)F (centres undefined)	-7.1
Cc1nc2ccc(NC(=O)C3(C)CCCN(C(C)C)C3)cc2o1 (centres undefined)	-6.9
Nc1[nH]c(C(=O)c2ccc(Cl)cc2)c(-c2ccc(Br)cc2)c1C(=O)c1c[nH]c2ccc(F)cc12	3.5
CC(Cl)=CCn1c(NCCc2ccccc2)nc2c1c(=O)n(C)c(=O)n2C	-4.3
CC1(C(=O)NS(=O)(=O)Cc2cccc(Cl)c2)CCN1C(=O)c1cccc(F)c1 (centres undefined)	-7.8
COC(=O)[C@@]1(Sc2ccc(C)cc2)CC(=O)N(C(=O)/C=C/c2ccccc2)[C@@H]1c1ccccc1	-5.2
c1coc(-c2nc3c4ccccc4ccn3c2Cc2ccsc2)c1	-1.3
CNC12CCc3cc(OC)c(OC)c(c31)-c1cc3c(cc1C2)OCO3 (centres undefined)	-1.1
CN(Cc1ccccc1)C(=O)c1[nH]c(C(F)(F)F)nc1-c1ccccc1	-3.8
C[C@H](O)[C@@H]1C(=O)N2CCc3c([nH]c4c(-c5ccccc5)cccc34)[C@@H]2C[C@@H]1N(C)C(=O)Nc1ccccc1	0.7
COC(=O)[C@]12C[C@H](CC(=O)NCc3ccc(C)o3)C(=O)N(Cc3ccc4c(c3)OCO4)C1=C[C@H](COCc1ccccc1)O[C@@H]2C	-7.6
COc1ccccc1-c1cc2c(c3c1ccn3C)C1CCC2C1 (centres undefined)	-7.2
COc1ccc(-c2coc3c(C(=O)NC4CCCCC4)cccc23)c(C)c1	-7.8
COc1cc(CCN=Cc2cccc(OC)c2O)c([N+](=O)[O-])cc1OC	-1.8
CC1(Cc2cccc(C(F)(F)F)c2)C(=O)Nc2ccc(-c3ccc(F)c(Cl)c3)cc21 (centres undefined)	-2.4
CCCCN1CC(N2CCCC2)CS1(=O)=O (centres undefined)	-3.9
CCOc1ccc(-c2noc([C@@H]3O[C@H](CO)[C@@H](O)[C@H]3O)n2)cc1	-4.5

Further entries.
SMILES	GalR3 antagonist
CC[C@H](NC(=O)[C@H](Cc1ccccc1)NC(=O)[C@H]1O[C@@H](n2cnc3c(=O)[nH]c(N)nc32)[C@H](O)[C@@H]1O)c1ccccc1	-6.3
Cc1ccc(S(=O)(=O)N2[C@@H](CO)CO[C@H]2CC(=O)c2cccs2)cc1	-6.2
COc1ccc(CN2C[C@@H](CO)O[C@@H](n3cnc4c(NCc5ccc(F)cc5)ncnc43)C2)cc1	-8.1
COc1ccc(CNC(=O)Nc2nc(C(N)Cc3ccc(F)cc3)cs2)cc1 (centres undefined)	-8.6
CC(C)(C)S(=O)N1C[C@@H]2CC(=O)C(c3ccccc3)=C2[C@H]1CCO (some centres undefined)	-6.6
CC(C)(C)n1nc(C2CC2)cc1NC(=O)Nc1ccccc1	-2.3
COc1ccc2c(CN3CCCCCCC3)cc(=O)oc2c1	-7.8
O=c1ncccn1C1OC(CO)C(O)C1O (centres undefined)	-8.7
COCCN1C[C@@H](CO)O[C@@H](n2cnc3c(NCc4cc(OC)c(OC)c(OC)c4)ncnc32)C1	3.6
CCCCNC(=O)C1(C)CCCCN1Cc1ccc(OCc2ccccc2)cc1 (centres undefined)	-6.8
Cc1ccc2c(c1)-n1c(nc3ccccc3c1=O)C(CC(C)C)NC2=O (centres undefined)	-5.3
COc1ccccc1N1CCN(Cc2cc(=O)oc3cc(C)cc(C)c23)CC1	-3.6
CSc1ccc(CN2CCC(C)(Oc3ccccc3)C2)cc1 (centres undefined)	-8.7
CC1(C(=O)NS(=O)(=O)c2ccc(Cl)cc2)CCN1C(=O)c1ccccc1 (centres undefined)	0.9
Cc1cccc(C)c1-n1nnnc1C1(C)CCC(=O)N1CC(F)(F)F (centres undefined)	0.4
C=CCNc1nc2cc(-c3cccc(Cl)c3)sc2c(=O)n1C	-5.7
CCCNC(=O)C1(C)CCCN(CC(=O)c2ccccc2OC)C1 (centres undefined)	-6.3
Fc1ccc(CNc2ccn3nc(-c4ccccc4)cc3n2)cc1	-7.3
COc1ccccc1-c1cn(CC[C@H]2CC[C@@H](NS(=O)(=O)c3ccccc3C)[C@@H](CO)O2)nn1	-5.8
Cc1ccc(C(=O)NC2CCCCN(C)C2=O)c(C)c1 (centres undefined)	-6.6
CCCc1nc2ccc(Br)cn2c1Cc1ccccc1OC	-8.8
C(=C\c1ccccc1)/CN1CCN(C(c2nnnn2C2CCCCC2)C2CC2)CC1 (centres undefined)	-6.7
CCCC(=O)N1CCC1(C)C(=O)Nc1ccc(OC)c(OC)c1 (centres undefined)	2.5
CC1(C(=O)NS(=O)(=O)c2cccc(C#N)c2)CCN1C(=O)c1ccc(C2CCCCC2)cc1 (centres undefined)	-5.8
COc1cc2oc(=O)cc(CN3CCN(c4ccccc4F)CC3)c2cc1Cl	0.4
C[C@H](NC(=O)[C@@H]1CCCN1C(=O)[C@@H]1CCCN1C(=O)c1cccc2ccccc12)c1ccccc1	-6.3
CC1(C(=O)NS(=O)(=O)c2ccccc2Cl)CCN1C(=O)Cc1ccccc1Cl (centres undefined)	1.7
Cc1ccc(Cc2c(-c3ccc(F)cc3)nc3c(Cl)cc(C(F)(F)F)cn23)cc1	-8.2
C[C@@H]1CN([C@@H](C)CO)C(=O)CCCn2nncc2CO[C@@H]1CN(C)C(=O)C1CC1	0.2
O=C(NCc1ccncc1)[C@@H]1CCCN1C(=O)[C@H]1CCCN1	-0.3

Seven entries from above in another layout.
SMILES,GalR3 antagonist
Cc1ccc(C(=O)NC2CCCCN(C)C2=O)c(C)c1 (centres undefined),-6.6
CC1(C(=O)NS(=O)(=O)c2cccc(C#N)c2)CCN1C(=O)c1ccc(C2CCCCC2)cc1 (centres undefined),-5.8
Fc1ccc(CNc2ccn3nc(-c4ccccc4)cc3n2)cc1,-7.3
CCCC(=O)N1CCC1(C)C(=O)Nc1ccc(OC)c(OC)c1 (centres undefined),2.5
CCCc1nc2ccc(Br)cn2c1Cc1ccccc1OC,-8.8
C=CCNc1nc2cc(-c3cccc(Cl)c3)sc2c(=O)n1C,-5.7
C(=C\c1ccccc1)/CN1CCN(C(c2nnnn2C2CCCCC2)C2CC2)CC1 (centres undefined),-6.7

Other records:
SMILES	GalR3 antagonist
CC1(C(=O)NCc2ccccc2)CCC(=O)N1CCc1c[nH]c2ccccc12 (centres undefined)	-7.5
C=Cn1cc(CNC[C@H]2O[C@@H](n3cnc4c(=O)[nH]c(N)nc43)[C@H](O)[C@@H]2O)c(C)n1	-5.8
O=C(NCc1ccccc1)[C@@H]1CCCN1C(=O)[C@@H]1CCCN1C(=O)c1cccs1	-3.7
CC(=O)N1CCN(C(C(=O)Nc2c(C)cccc2C)c2ccccc2OC(F)(F)F)CC1 (centres undefined)	-1.7
COc1ccccc1OCCCN1CCC(C(O)(c2ccccc2)c2ccccc2)CC1	-9.2
Cc1cc(C)c(C(O)c2ncc(-c3ccccc3Cl)[nH]2)c(C)c1 (centres undefined)	-1.6
CN(C)CCCNc1nc2cc(-c3cccc(Cl)c3)sc2c(=O)n1C	-7.6
O=C(Nc1ccc2c(c1)OCCO2)C(c1ccccc1)n1c(=O)c(-c2ccco2)nc2ccccc21 (centres undefined)	-7.4
OC(c1ccc(F)c(F)c1)c1ncc(-c2cccc(F)c2)[nH]1 (centres undefined)	-8.0
OC(c1ccccc1)c1nc(-c2cccc(F)c2)cs1 (centres undefined)	-6.1
Cc1cc2nc(-c3nnnn3C3CCCCC3)c(=O)[nH]c2cc1C	-1.8
CCCCOCCCNC(=O)C[C@@H]1C[C@@]2(C(=O)OCC)CCC=C2N(Cc2ccccc2)C1=O	-3.7
O=C(Nc1nnc([C@H]2C[C@H](O)[C@@H](CO)O2)s1)C(c1ccccc1)c1ccccc1	0.3
C=CCNc1nc(NCc2ccc(NC(C)=O)cc2)c2sc(-c3ccccc3)cc2n1	-5.6
CCOC(=O)[C@]12CCC=C1N(Cc1ccccc1)C(=O)[C@H](CC(=O)NCc1cccc3ccccc13)C2	-5.0

Arranged by SMILES length (low to high): some entries from above.
SMILES	GalR3 antagonist
CCOC(=O)C1CCCN(C(=O)c2oc3ccccc3c2C)CC1 (centres undefined)	-4.5
C#CCNC(=O)C[C@@H]1C[C@@]2(C(=O)OC)CC(C)(C)CC=C2N(Cc2ccco2)C1=O	-6.6
COc1cccc(C(=O)Nc2ccc3c(c2)OC[C@H](C)N(C(=O)C2CCCC2)C[C@@H](C)[C@@H](OC)CN(C)C3=O)c1	-7.6
COC(=O)[C@]12C[C@H](CC(=O)NCc3ccc(C)o3)C(=O)N(Cc3ccc4c(c3)OCO4)C1=C[C@H](COCc1ccccc1)O[C@@H]2C	-7.6

(cont.)
SMILES	GalR3 antagonist
COC(=O)C1=C(C)N(Cc2ccccc2C(F)(F)F)C(=NCc2ccc(OC)cc2)NC1c1cccc(F)c1 (centres undefined)	-3.5
Nc1[nH]c(C(=O)c2ccccc2)c(-c2ccc3ccccc3c2)c1C(=O)NC1CC1	-6.4
CO[C@H]1CN(C)C(=O)c2ccc(NS(=O)(=O)c3ccccc3F)cc2OC[C@H](C)NC[C@@H]1C	-6.4
Cc1cccc(S(=O)(=O)N2CCC[C@H]2C(=O)N2CCC[C@@H]2C(=O)NCc2ccccc2)c1	-5.0
FC(F)(F)c1cccc(-c2cc3nc(NC4CCCCC4)ccn3n2)c1	-5.5
COc1cc(OC)cc(C2=Cc3ccc(OC)cc3C(CC(C)=O)N2c2ccc(C#CCCO)cc2)c1 (centres undefined)	-5.8

These rows are one share of the data; the hit share may differ from the screen's.
